High-throughput results deposited in PubChem by National Center for Advancing Translational Sciences (NCATS).
KinaseGlo FLuc – blocks Kinase-Glo luciferase, a counter-screen artifact. Q27757. Kinase-Glo luciferase, ATP luminescence, 8 min. Potency, µM (top dose mostly 38.3 µM), inactives show at the top dose activity change, negative = inhibition, most hits filed as inhibitors. actives 0.28% (n = 200,000). AID 1379; further: potency means the concentration at half of the fitted maximal effect; on the % scale 0 is the no-effect control and ±100 the full control effect; nearly all actives have a fitted effect of over 60% in size
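Recombinant Kinase-Glo luciferase, 10 uM ATP (linear range), luciferin; imidazole pH 7.2 / KCl / MgCl2 / Tween / BSA buffer; 8 min RT; luminescence.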
CBFb RUNX1 block – inhibitors of human CBF-beta and RUNX1 interaction; Q01196+Q13951; AlphaScreen CBFb-His/RUNX1-biotin binding, biochemical; Potency, µM (doses to about 59.8 µM), for the others: top-dose activity, negative = inhibition, most hits filed as inhibitors; 230,000 tested, under 10 active; AID 1477; further: % of control where 0% means no effect
Target sequence (Q01196 whole entry, looked up): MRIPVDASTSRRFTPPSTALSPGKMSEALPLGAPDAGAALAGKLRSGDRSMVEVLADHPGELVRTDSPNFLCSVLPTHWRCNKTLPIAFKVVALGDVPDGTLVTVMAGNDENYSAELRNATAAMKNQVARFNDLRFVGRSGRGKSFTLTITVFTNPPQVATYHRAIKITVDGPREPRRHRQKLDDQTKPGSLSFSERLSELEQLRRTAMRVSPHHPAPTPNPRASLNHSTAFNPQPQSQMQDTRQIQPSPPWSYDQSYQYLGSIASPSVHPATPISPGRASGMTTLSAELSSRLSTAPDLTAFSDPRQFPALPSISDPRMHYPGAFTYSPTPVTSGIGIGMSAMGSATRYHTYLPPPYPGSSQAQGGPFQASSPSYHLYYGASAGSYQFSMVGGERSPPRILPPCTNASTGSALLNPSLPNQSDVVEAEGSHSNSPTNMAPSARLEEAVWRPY
Target sequence (Q13951 whole entry, looked up): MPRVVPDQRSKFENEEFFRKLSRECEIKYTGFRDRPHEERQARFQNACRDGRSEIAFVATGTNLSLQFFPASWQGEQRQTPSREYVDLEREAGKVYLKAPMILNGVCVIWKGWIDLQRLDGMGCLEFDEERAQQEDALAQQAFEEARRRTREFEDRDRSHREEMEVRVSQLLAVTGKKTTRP
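Room-temperature protein-protein interaction test with 30 nM each of His-tagged CBF-beta and biotinylated RUNX1, 15 min with compound, then 90 min with nickel plus streptavidin beads. Signal read in AlphaScreen mode.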
IMPase Li inh – membrane-permeable IMPase blocker, potentiated with lithium; CHO-M1 cells, IP1 TR-FRET (IP-One), carbachol + lithium; Potency, µM (titrated, usually from 59.4 µM), for the others: at the top dose activity, negative = IMPase inhibition, actives largely listed as inhibitors; actives 0.35% (n = 210,000);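 further: IP1 builds up when IMPase is blocked and the TR-FRET signal falls; potency means the concentration at half of the fitted maximal effect; plate controls were basal vehicle for no effect and high inhibitor control for full effect; nearly all actives have a fitted effect of over 50% in size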
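Test compounds were applied to CHO-M1 cells previously cultured for 16–30 h at 2000 per well. A small lithium amount accompanied them; after 30 min at 37C, IP1 was quantified by TR-FRET.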
SMN2 splice enh – SMN2 splice variant enhancement; AID 1458; HEK293 SMN2-luciferase splicing reporter, luminescence, 30-36 h; Potency, µM (highest dose often 46.1 µM), inactives show at the highest dose activity change, positive = activation, hits mostly activators; actives 2.8% (n = 210,000); further: potency means the concentration at half of the fitted maximal effect; % of control where 0% means no effect; nearly all actives have a fitted effect of over 55% in size
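HEK293 cells carry an SMN2 minigene-luciferase reporter in which exon 7 inclusion puts luciferase in frame. Cells were seeded at 2000 cells/well, attached for 10-12 hours, then exposed to compounds for 30-36 hours at 37C before ONE-Glo luminescence.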
HTT ATP protect – cytoprotection in Huntington HTT-Q103 PC12 cell model; Potency, µM (highest dose often 56.4 µM), inactives show cytoprotection (ATP increase), actives largely listed as activators; actives 0.14% (n = 230,000); AID 1471; PC12 HTT-Q103 induced, cytoprotection, ATP luminescence, 40 h;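 further: potency means the concentration at half of the fitted maximal effect; % of control where 0% means no effect; nearly all actives have a fitted effect of over 45% in size; toxic huntingtin expression switched on by the ecdysone agonist tebufenozide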
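Rat PC12, Q103 Htt exon1-GFP fusion, ecdysone promoter; tebufenozide inducer 100 nM final; compound titration; qHTS, 1500 cells/well; ATPlite luminescent read.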
LMNA splice mod – LMNA splicing modulation | actives 0.01% (n = 200,000) | HeLa LMNA splicing GFP/RFP minigene ratio, 48 h | Potency, µM (top dose mostly 46.1 µM), without a hit: at the highest dose ratio change, negative = inhibition, most hits filed as inhibitors | AID 1487; active means well fitted inhibition curve with a large enough effect in the signal ratio, with a control signal flat, not every such curve was filed as active; inconclusive means small, poorly fitted or top-dose-only effect, or effect the other way, or a change in a side signal; the % refers to the signal ratio; further: potency means the concentration at half of the fitted maximal effect; on the % scale 0 is the no-effect control and ±100 the full control effect
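S3 HeLa cells stably expressing lamin A-EGFP splicing minigene plus DsRed2, 600 cells/well, 48 h compound exposure at 37C. Laser-scanning cytometry; analysed as GFP (500-530 nm)/RFP (575-640 nm) total intensity ratio; 0.5% DMSO vehicle.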
HTT aggregate – reduces HttQ103-GFP aggregates in PC12 cells; AID 1688; PC12 HttQ103-GFP aggregates, Acumen cytometry, 40 h; actives 1.1% (n = 220,000); Potency, µM (titrated, usually from 46.1 µM), for inactives: top-dose activity change, negative = inhibition, usual class: inhibitors; further: potency means the concentration at half of the fitted maximal effect; on the % scale 0 is the no-effect control and ±100 the full control effect; nearly all actives have a fitted effect of over 60% in size
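Aggregates are detected as GFP objects 1–25 µm with signal 6 STDEV over background in lysates of induced PC12 cells. These carry Huntingtin exon 1 with 103 glutamines fused to GFP under an ecdysone promoter; compounds titrated.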
* hit, by the source's call; ? = inconclusive; / = no result given; [ ] = another dose, or the depositor's remark. Unless noted, the call rests on the fitted dose curve; in most records, active means well fitted curve in the direction sought with a large enough effect; inconclusive means small, poorly fitted or top-dose-only effect, or another doubt; inactive means no such curve, though single readings can be large; an effect the other way counts as inactive or inconclusive.

Preview, six compounds:
# | smiles | KinaseGlo FLuc | CBFb RUNX1 block | HTT ATP protect | SMN2 splice enh | LMNA splice mod | HTT aggregate | IMPase Li inh
1 | NC(=O)[C@H]1CC2(CC(c3cccc(NC(=O)COc4ccc(Cl)cc4)c3)=NO2)CN1C(=O)C(c1ccccc1)c1ccccc1 (some centres undefined) | / | -16% | 4%[10 µM] | / | / | ? | /
2 | CC(O)Cn1c(=O)c2c(nc(Br)n2Cc2ccccc2)n(C)c1=O (centres undefined) | -2% | -5% | -28%[10 µM] | -16% | -8% | 1% | 5%
3 | Cc1ccc(SC[C@H](CC(C)C)N2CCN(C)CCC2=O)cc1 | / | 12% | 6%[10 µM] | / | / | -14%[9.22 µM] | /
4 | Cc1cc(N2CCN(C(=O)c3ccco3)CC2)n2nc(-c3cccc(F)c3)cc2n1 | 0% | -9% | -12% | -12% | 15% | ? | 37%[activator][38.3 µM]
5 | CCc1cccc2cc3c(N)c(C(=O)Nc4ccc(S(=O)(=O)N5CCCC5)cc4)sc3nc12 | -6% | 8% | -28%[10 µM] | -6% | -8% | 3% | ?
6 | CC(C)(C)C1CCC(=NNC(=O)c2ccccc2-n2cccc2)CC1 (centres undefined) | 2% | 10% | 17%[10 µM] | -4% | -18% | 1% | 3%

This part in full, from the start:
# | smiles | KinaseGlo FLuc | CBFb RUNX1 block | HTT ATP protect | SMN2 splice enh | LMNA splice mod | HTT aggregate | IMPase Li inh
1 | NC(=O)[C@H]1CC2(CC(c3cccc(NC(=O)COc4ccc(Cl)cc4)c3)=NO2)CN1C(=O)C(c1ccccc1)c1ccccc1 (some centres undefined) | / | -16% | 4%[10 µM] | / | / | ? | /
2 | CC(O)Cn1c(=O)c2c(nc(Br)n2Cc2ccccc2)n(C)c1=O (centres undefined) | -2% | -5% | -28%[10 µM] | -16% | -8% | 1% | 5%
3 | Cc1ccc(SC[C@H](CC(C)C)N2CCN(C)CCC2=O)cc1 | / | 12% | 6%[10 µM] | / | / | -14%[9.22 µM] | /
4 | Cc1cc(N2CCN(C(=O)c3ccco3)CC2)n2nc(-c3cccc(F)c3)cc2n1 | 0% | -9% | -12% | -12% | 15% | ? | 37%[activator][38.3 µM]
5 | CCc1cccc2cc3c(N)c(C(=O)Nc4ccc(S(=O)(=O)N5CCCC5)cc4)sc3nc12 | -6% | 8% | -28%[10 µM] | -6% | -8% | 3% | ?
6 | CC(C)(C)C1CCC(=NNC(=O)c2ccccc2-n2cccc2)CC1 (centres undefined) | 2% | 10% | 17%[10 µM] | -4% | -18% | 1% | 3%
7 | COc1cc(/C=C(\C#N)c2nc3ccccc3[nH]2)ccc1Oc1ccc([N+](=O)[O-])cn1 | -5% | -10% | -23% | ? | ? | ? | 17%[38.3 µM]
8 | COc1ccc(CC(=O)Oc2cc(C)[nH]c(=O)c2[N+](=O)[O-])cc1 | -2% | 15% | 28%[10 µM] | -34% | 0% | 8% | -2%
9 | CCOc1ccccc1NC=C1C(=O)OC2(CCCCC2)OC1=O | 1% | 2% | -2% | 10% | -7% | 10% | 26%[38.3 µM]
10 | COc1ccccc1CNc1ncnc2ccc(-c3ccc(N(C)C)cc3)cc12 | -2% | / | -69%[inhibitor] | -30%[inhibitor] | ? | / | -5%
11 | O=C(O)CC1S/C(=N\N=C2CCCCCC2)N(c2ccccc2)C1=O (centres undefined) | / | 9% | -3%[10 µM] | / | / | 12%[9.22 µM] | /
12 | CSc1ccc(C(=O)C2CCCN(C(=O)c3ccc(C)nc3)C2)cc1 (centres undefined) | / | 8% | 7%[10 µM] | / | / | -5%[9.22 µM] | -4%
13 | N=C(N)c1ccc(N)cc1 | -3% | 24% | 10%[1.9 µM] | -4% | ? | / | 12%
14 | CCOC(=O)c1[nH]c(C)c(C(=O)NCc2ccc(Cl)cc2)c1C | -5% | 6% | -26% | -20% | ? | 11% | 21%[38.3 µM]
15 | COc1cc(CNCC2CCCO2)ccc1OCC(N)=O (centres undefined) | -1% | 8% | / | 2% | 17%[46 µM] | / | 2%
16 | COc1ccc(-c2cnc3n2CCCCC3)cc1 | / | 8% | 3%[10 µM] | / | / | -19%[9.22 µM] | /
17 | COc1ccc(C2CC(C(F)(F)F)n3ncc(C(=O)Nc4cccc(O)c4)c3N2)cc1OC (centres undefined) | -1% | 3% | -16% | -3% | -9%[0.0737 µM] | 4% | 11%[38.3 µM]
18 | COCC(=O)N1CCC[C@@]2(CCN(c3ncccn3)C2)C1 | 0% | / | 1% | -12% | / | / | 6%
19 | O=C(O)Cc1cn(Cc2ccc(F)cc2)c2ccccc12 | -2% | -27% | -18%[10 µM] | 1% | -14%[46 µM] | -3% | 0%
20 | CN(C)S(=O)(=O)c1ccc(C(=O)NCc2ccco2)cc1 | 3% | -4% | 6%[10 µM] | / | / | 2%[9.22 µM] | 0%
21 | COc1cc(OC)c(OC)cc1/C=N/n1c(-c2n[nH]c3c2CCC3)n[nH]c1=S | / | 2% | -8%[10 µM] | / | / | -10%[9.22 µM] | /
22 | Cc1cccc(-c2n[nH]c(=S)n2Cc2ccccc2)c1 | 2% | -6% | -3%[10 µM] | -6% | 2% | 9% | 15%
23 | CS(=O)(=O)N(Cc1ccccc1)c1ccc(C(=O)N2CCOCC2)cc1 | 5% | 7% | -16% | -1% | 3% | -9% | 23%[38.3 µM]
24 | COc1ccc(CCC(=O)Nc2ccc(Br)cn2)cc1 | -1% | 5% | -5% | -4% | -5% | 6% | 3%[38.3 µM]
25 | COc1cccc(C2[C@H](C)C3(CCN2C)OCCO3)c1 (some centres undefined) | 1% | 2% | -43%[10 µM] | 11% | -2% | -17% | 4%
26 | O=C(OCc1cnc(Cl)s1)c1cccc(Cl)c1Cl | -1% | 18% | 24%[10 µM] | 1% | -9% | -14% | 17%[38.3 µM]
27 | CCc1ccccc1NC(=O)CSc1nnc(-c2ccncc2)o1 | 2% | 6% | -34% | 9% | / | -14% | -6%
28 | CC(C)CNC(=O)c1cccc(NC(=O)c2ccc(NC(=O)c3ccco3)cc2)c1 | 1% | 9% | -17% | -6% | -5% | 3% | 30%[38.3 µM]
29 | Cn1cc(CC(=O)NCCCN2CCCC2=O)c2ccccc21 | 16% | -3% | -5% | 4% | -5% | 4% | 4%[38.3 µM]
30 | CC(C)CC(=O)NC(NCC1CCCO1)C(Cl)(Cl)Cl (centres undefined) | 1% | 13% | -16%[10 µM] | 12% | -1% | 7% | 19%[38.3 µM]
31 | COC(=O)C1(Cc2ccccc2)NC(c2ccccc2C)C2C(=O)N(c3ccc4c(c3)OCO4)C(=O)C21 (centres undefined) | 1% | 9% | -5%[10 µM] | -10% | -4% | 30% | 7%
32 | CS(=O)(=O)Nc1ccc(C(=O)NC2CCCC2)cc1 | 0% | 7% | 1% | -3% | -2% | 9% | -5%[38.3 µM]
33 | S=C(NCCCN1CCOCC1)NCCCN1CCOCC1 | 1% | 1% | / | -6% | -3% | 4% | 0%
34 | CN(C)S(=O)(=O)c1ccc(NC(=O)COC(=O)C2CC3CCCC(C2)C3=O)cc1 (centres undefined) | 2% | 0% | -1%[10 µM] | 13% | 1%[46 µM] | -7% | -1%
35 | COC(=O)CCN1CCc2cc(N=Nc3ccc([N+](=O)[O-])cc3)ccc21 | / | -18% | -37%[10 µM] | / | / | 6%[9.22 µM] | /
36 | NC(=O)Cc1ccc2sc(-c3ccccc3)nc2c1 | -26% | 0% | -19%[10 µM] | / | ? | -1% | -14%
37 | N#CC1=C(N)N(c2ncn[nH]2)C2=C(C(=O)CCC2)C1c1ccccc1 (centres undefined) | -5% | 16% | -17% | 5% | -9%[46 µM] | -8% | 3%
38 | Brc1cccc(-c2nnco2)c1 | -3% | 20% | 9%[0.074 µM] | 9% | 9% | -13% | 14%[38.3 µM]
39 | CC(=O)NC1CCN(CC(=O)Nc2cccc([N+](=O)[O-])c2)CC1 | 0% | 8% | 6%[10 µM] | 7% | / | 26% | 3%
40 | COc1ccc(CCN2C(=O)c3[nH]nc(-c4ccccc4O)c3C2c2cccc(Cl)c2)cc1 (centres undefined) | -5% | -1% | -39%[inhibitor] | 0% | ? | ? | 20%[38.3 µM]
41 | CC(C)C(=O)Nc1oc(-c2ccccc2)cc1C#N | / | 4% | -12%[10 µM] | / | / | -9%[9.22 µM] | -5%
42 | CCOC(=O)N(C)OC(=O)Nc1ccc(Cl)c(Cl)c1 | 14% | 7% | -7% | -14% | 13% | -30% | -2%[38.3 µM]
43 | O=C(CN(C(=O)CNS(=O)(=O)c1ccccc1)C1CCCC1)NCc1ccco1 | 0% | 0% | 0%[10 µM] | 0% | -3% | 6% | -15%[38.3 µM]
44 | CCN(Cc1ccccc1)c1ccc(/C=N/NC(=O)c2cccc(S(=O)(=O)N3CCOCC3)c2)cc1 | -3% | 15% | 31%[10 µM] | -92%[inhibitor] | ? | -11% | -1%
45 | CCS(=O)(=O)N1CCN(c2ccc(Cl)cc2[N+](=O)[O-])CC1 | 1% | 0% | 14%[10 µM] | -42%[inhibitor] | ? | 5% | 11%
46 | CC1(C)Cc2nc3sc4c(SCC(=O)NC(c5ccccc5)c5ccccc5)ncnc4c3cc2CO1 | 1% | 0% | -62%[inhibitor] | 14% | -6% | 6% | -15%[38.3 µM]
47 | Cc1cc(C(=O)COC(=O)c2ccncc2)c(C)n1CCc1ccc(F)cc1 | 2% | -7% | -12% | -8% | 9%[46 µM] | -6% | -10%
48 | Cc1ccc(C)c(S(=O)(=O)N/N=C/c2ccc(N(C)C)cc2)c1 | / | -15% | -1%[10 µM] | / | / | -7% | -4%
49 | CC(C)=CCN1CCN(Cc2ccc(Sc3nncn3C)o2)CC1CCO (centres undefined) | / | 9% | 3%[10 µM] | / | / | -1%[9.22 µM] | 10%
50 | COCCCN1C(=O)c2ccc(C(=O)Nc3cccc(OC)c3)cc2C1=O | ? | -3% | -14% | -8% | -6% | -4% | -15%[38.3 µM]
